High-throughput results (PubChem)
Tn7 DDE FP: inhibitors of Tn7 peptide binding to fibrin DD(E), primary screen, biochemical, fluorescence polarization, human fibrin, Tn7 probe | FP displacement of FITC-Tn7 peptide from fibrin DD(E); 0% = median of compound wells per plate | inhibition, % at 8.3 µM | hit rate 0.13% among 370,000 | AID 720508, 2013;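 active means inhibition above the mean of compounds falling within the control limits plus 3 SD of them, cut at about 14% in these data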;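 further: 0% = plate median of compound wells and 100% = 10 µM Aha-Tn7 peptide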
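Test system – human fibrin DD(E) · Times – 10 min preincubation, 3 h with tracer, room temperature · Detection – fluorescence polarization of the labelled Tn7 tracer · Measure – percent inhibition normalized to high-control wells · Benchmarks – high control wells with 10 µM unlabelled Aha-Tn7 peptide (full inhibition) · Repeats – singlicate testing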
ASAP1 GAP inh: inhibitors of human ASAP1 ArfGAP activity, primary screen, biochemical, fluorescence polarization; hit rate 0.19% among 360,000; Arf-GAP with SH3 domain, ANK repeat and PH domain-containing protein 1 (Homo sapiens), …; inhibition, % at 16.5 µM; AID 624377, 2012; ASAP1-stimulated ARF1 GTP hydrolysis, GDP FP detection; in the data active means inhibition above about 25%;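 further: 0% = vehicle with enzyme and substrate and 100% = no enzyme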
ADAM17 inh: ADAM17 inhibitors, primary screen, biochemical, QFRET; hit rate 0.83% among 370,000; recombinant ADAM17, EDANS/DABCYL FRET peptide cleavage; inhibition, % at 6.95 µM; Disintegrin and metalloproteinase domain-containing protein 17 (Homo sapiens), P78536; AID 720648, 2013;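 active means inhibition above the mean of compounds lying between control limits plus 3 SD, set per campaign, cut at about 8.5% in these data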;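 further: 0% = DMSO-only wells as the low control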
Target sequence (P78536 215-824 limits assumed): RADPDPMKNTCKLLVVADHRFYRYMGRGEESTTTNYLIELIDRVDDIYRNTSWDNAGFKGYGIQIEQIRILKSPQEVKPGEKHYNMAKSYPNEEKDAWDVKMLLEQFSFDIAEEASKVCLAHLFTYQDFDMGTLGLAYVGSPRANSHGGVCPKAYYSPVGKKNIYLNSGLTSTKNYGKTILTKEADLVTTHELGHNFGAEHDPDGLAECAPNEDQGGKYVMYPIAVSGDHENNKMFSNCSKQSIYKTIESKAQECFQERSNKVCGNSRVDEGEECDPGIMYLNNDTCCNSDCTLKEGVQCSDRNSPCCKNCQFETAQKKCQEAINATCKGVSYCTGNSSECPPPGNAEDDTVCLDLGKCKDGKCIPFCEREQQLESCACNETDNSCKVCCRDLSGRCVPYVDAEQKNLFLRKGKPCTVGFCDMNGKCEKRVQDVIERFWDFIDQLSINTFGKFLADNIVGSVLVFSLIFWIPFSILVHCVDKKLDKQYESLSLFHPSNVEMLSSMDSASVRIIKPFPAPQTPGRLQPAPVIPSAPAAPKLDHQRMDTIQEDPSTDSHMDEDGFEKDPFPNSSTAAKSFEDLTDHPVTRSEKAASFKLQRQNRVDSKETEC
UHRF1 MBD2 ctr: UHRF1 methylated DNA binding inhibitors, primary screen, counter-screen for MBD2 inhibitor project, biochemical, TR-FRET, human UHRF1, single concentration; E3 ubiquitin-protein ligase UHRF1 (Homo sapiens), Q96T88; UHRF1 binding to methylated oligo; inhibition, % at 4.4 µM; hit rate 0.75% among 370,000; AID 687016, 2013; in the data active means inhibition above about 21%;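 further: UHRF1 SRA domain binding a hemimethylated CpG hairpin DNA probe; 0% = median of test compound wells and 100% = reference inhibitor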
proKLK7 act: proKLK7 zymogen activators, primary screen, biochemical, fluorescence intensity; Kallikrein-7 (Homo sapiens), P49862; purified proKLK7, EDANS-DABCYL substrate fluorescence; 100% is mature enzyme control, 0% vehicle; activation, % at 7 µM; hit rate 0.9% among 370,000; AID 652039, 2013;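 active means activation above the mean of all tested compounds plus 3 SD, computed per campaign excluding outliers beyond control limits, cut at about 13% in these data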
Target sequence (P49862 whole entry, looked up): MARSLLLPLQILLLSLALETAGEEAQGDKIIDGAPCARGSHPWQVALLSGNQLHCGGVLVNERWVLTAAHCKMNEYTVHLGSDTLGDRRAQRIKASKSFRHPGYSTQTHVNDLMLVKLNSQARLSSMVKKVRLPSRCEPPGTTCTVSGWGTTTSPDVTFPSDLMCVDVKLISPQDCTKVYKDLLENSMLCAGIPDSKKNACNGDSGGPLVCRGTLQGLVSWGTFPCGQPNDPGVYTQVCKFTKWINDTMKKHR
PLC-gamma1 inh: PLC-gamma1 enzyme inhibitors, primary screen, biochemical, fluorescence, purified enzyme. 1-phosphatidylinositol 4,5-bisphosphate phosphodiesterase gamma-1 (Homo sapiens), P19174. fluorogenic substrate. inhibition, % at 12.2 µM. hit rate 0.84% among 370,000. AID 720700, 2013; in the data active means inhibition above about 9.5%
PLCb3 inh: human PLC-beta3 inhibitors, primary screen, biochemical, fluorescence; AID 720704, 2013; 1-phosphatidylinositol 4,5-bisphosphate phosphodiesterase beta-3 (Homo sapiens), Q01970; hit rate 0.18% among 370,000; Purified PLC-beta3, fluorogenic substrate; inhibition, % at 12.2 µM; in the data active means inhibition above about 11%;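 further: 0% = median of compound wells on plate and 100% = full blocker control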
ARFGAP1 inhibitor: inhibitors of rat ARFGAP1 GAP activity, primary screen, biochemical, fluorescence polarization, GDP tracer; Arfgap1-stimulated ARF1 GTP hydrolysis, GDP FP detection; hit rate 0.26% among 360,000; ADP-ribosylation factor GTPase-activating protein 1 (Rattus norvegicus), Q62848; inhibition, % at 16.5 µM;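 active means inhibition above a per-plate limit, mean inhibition of low control wells plus 3 SD, cut at about 25% in these data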;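 further: 0% = DMSO wells with enzyme and 100% = wells lacking Arfgap1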
Target sequence (Q62848 1-136 limits assumed): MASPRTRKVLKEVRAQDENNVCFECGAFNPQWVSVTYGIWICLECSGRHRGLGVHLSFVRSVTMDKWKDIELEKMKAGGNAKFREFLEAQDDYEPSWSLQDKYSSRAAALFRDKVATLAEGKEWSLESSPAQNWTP
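Assay system: Rat Arfgap1 GAP domain (His6, aa 1-136), purified enzyme | Buffer or medium: HEPES 25 mM pH 7.5, NaCl 150 mM, MgCl2, DTT | Schedule: GTP hydrolysis reaction 2 h at 25 °C | Signal: FP of antibody-bound GDP Alexa 633 tracer, ex 620/em 688 nm | Measure: Percent inhibition of Arfgap1-stimulated GTP hydrolysis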
MBD2 inh: inhibitors of MBD2 binding to methylated DNA, primary screen, biochemical, TR-FRET, DNA-binding domain, human | inhibition, % at 4.4 µM | Methyl-CpG-binding domain protein 2 (Homo sapiens), Q9UBB5 | hit rate 0.31% among 370,000 | MBD2 binding to methylated oligonucleotide; in the data active means inhibition above about 13%
DDE Tn6 FP inh: inhibitors of Tn6 peptide binding to fibrin DD(E), primary screen, biochemical, fluorescence polarization, human fibrin, Tn6 probe. Fibrin DD(E) TRITC-Tn6 fluorescence polarization displacement. inhibition, % at 8.3 µM. hit rate 0.21% among 370,000. AID 720509, 2013;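 active means inhibition above a per-campaign cutoff: mean of compounds within control limits plus 3 SD, cut at about 15% in these data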;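 further: 0% = median of all compound wells on the plate and 100% = blocking peptide control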
* hit, by the source's call; i = inactive; · = not tested or not shown.

canonical_smiles	Tn7 DDE FP	ASAP1 GAP inh	ADAM17 inh	UHRF1 MBD2 ctr	proKLK7 act	PLC-gamma1 inh	PLCb3 inh	ARFGAP1 inhibitor	MBD2 inh	DDE Tn6 FP inh
COc1ccc(N2CCN(CC(=O)N3CCC(C)CC3)CC2)cc1	-4.0	0.3	-3.5	5.1	0.0	-3.2	0.9	9.0	5.1	-4.1
CC1Cc2cc(/C(O)=C3/C(=O)C(=O)N(Cc4ccncc4)C3c3ccc(N(C)C)cc3)ccc2O1 (configuration not stated)	-1.7	-6.0	-2.9	-1.0	-0.2	-9.6	-19.0	-2.1	-4.0	-5.9
C=CCn1c(Cc2ccc(OC)cc2)nnc1SCC(N)=O	-1.0	-4.3	-6.6	2.0	-0.1	-2.9	-0.8	-0.1	2.0	-5.8
Cc1ccc(C2C(C(=O)c3sc(C)nc3C)=C(O)C(=O)N2CCN2CCOCC2)o1 (configuration not stated)	-5.5	-14.2	-5.6	-3.0	1.1	-6.0	-8.9	6.2	1.0	7.0
Cc1occc1C(=O)NNC1=CC(=O)CC(C)(C)C1	-2.5	6.5	-5.9	-3.0	-0.4	-5.7	-7.4	-2.5	0.6	-2.1
COc1ccc(CNC(=O)C(CC(C)C)NC(=O)c2ccccc2C)cc1 (configuration not stated)	-4.6	5.9	3.0	-3.5	-0.4	4.1	-2.3	0.3	0.0	-6.9
CC1(C)NC(C)(C)c2nonc2/C1=N\O	1.6	-10.4	-2.9	4.5	-0.3	3.8	5.3	3.2	0.4	-1.5
Cc1nc(Nc2ccccc2)sc1C	-4.7	10.4	0.3	9.9	-0.9	8.0	-2.8	2.3	0.2	-10.5
O=C(CSc1nnc(-c2ccncc2)s1)Nc1ccccc1	5.8	-2.2	-4.0	0.7	-0.2	1.6	-4.2	-2.3	4.3	7.0
Cc1ccc(C)c(N2CCN(C(=O)Cn3c(=O)[nH]c4ccsc4c3=O)CC2)c1	-5.5	2.0	-2.3	0.3	0.3	1.1	-2.7	-0.4	-1.2	2.1
NNC(=O)c1cc(Br)cs1	4.7	-10.6	-3.3	3.1	-0.1	-4.0	-8.9	6.3	7.5	-4.5
N/C(=N\OC(=O)c1cc(-c2ccccc2)nc2ccccc12)c1ccncc1	-5.4	1.8	-0.6	0.6	-0.1	1.6	0.8	16.1	-1.8	0.5
Cc1cccc(NC(=O)CSCC(=O)Nc2cc(S(=O)(=O)N3CCOCC3)ccc2OC(C)C)c1	-4.7	-0.2	2.1	3.6	0.1	1.3	2.7	1.7	-1.4	-4.3
CSc1ccc(/C=N/n2c(Cc3ccc(Br)cc3)n[nH]c2=S)cc1	-5.4	11.3	7.6	4.9	0.8	8.5	-3.2	-6.8	3.5	-10.4
CC(C)CN(CC(C)C)C(=O)c1cc2c(=O)n3ccccc3nc2s1	2.0	-0.2	-324.6	-2.8	22.1*	-477.2	i	2.4	-6.4	5.9
COc1cc(OC)cc(C(=O)N[C@H](C(=O)OCC(=O)NC(=O)c2cccn2C)C(C)C)c1	0.7	0.6	-0.4	1.4	-0.4	-9.5	-13.2	5.1	2.5	2.3
Cn1c(=O)c2c(nc(N3CCCCC3)n2CCSc2nc3ccccc3s2)n(C)c1=O	7.1	1.8	5.3	0.0	0.1	5.4	4.4	-0.2	-2.7	5.5
Cc1ccc(N=Cc2c(O)n(-c3nccs3)c(=O)c3ccccc23)cc1	1.4	0.2	-2.5	-0.1	0.6	-25.3	-30.5	1.6	-1.2	5.4
COc1ccc(CC(=O)OCC(=O)Nc2ccc(Cl)cc2C)cc1	-4.5	-4.8	-2.6	0.1	0.0	-1.4	-2.2	-3.8	7.0	3.6
CC(C)[C@H](N)C(=O)NC[C@H]1CC[C@H](C(=O)N[C@@H](Cc2ccccc2)C(=O)O)CC1	1.5	15.0	-6.8	2.7	-0.3	1.9	-2.7	1.3	3.5	-4.5
Cc1nn(Cc2ccccc2)c(Cl)c1C(=O)OC1CCOC1=O (configuration not stated)	3.5	1.0	-2.0	-2.7	0.6	2.6	3.8	-5.5	-1.4	-3.1
CCN(CC)c1ccc(C(=C2C=CC(=[N+](CC)CC)C=C2)c2ccccc2)cc1	-1.4	-0.2	3.8	-1.5	0.7	1.6	3.1	15.8	-3.0	-10.9
O=S(=O)(c1cccc(C(F)(F)F)c1)N1CCN(c2nnnn2-c2ccccc2)CC1	11.7	7.6	-3.6	2.0	8.7	0.5	-0.7	-17.1	1.9	-1.4
O=C(O)CC(c1ccc(C(F)(F)F)cc1)N1Cc2ccccc2C1=O (configuration not stated)	2.6	-5.6	-1.9	-0.3	-0.2	-1.3	-4.3	-4.6	2.4	5.3
O=c1oc2cc(Br)ccc2n1Cc1ccccc1	9.2	0.5	-2.0	-2.0	0.3	0.7	-6.3	-1.4	1.5	7.5
CC(=O)OCC1OC(n2c3c(cc(C#N)c2=S)CCCC3)C(OC(C)=O)C(OC(C)=O)C1OC(C)=O (configuration not stated)	-3.7	0.9	-5.3	2.4	-0.2	-7.0	-7.8	-3.7	-1.1	8.4
CCCN1Cc2cccc(C(=O)NCc3cccs3)c2C1=O	-3.7	1.9	-3.5	-0.4	0.9	1.3	2.7	1.5	-2.6	-2.3
CCC(=O)c1cn(CC(=O)NCC2CCCO2)c2ccccc12 (configuration not stated)	-0.6	5.0	-1.1	2.3	-0.1	-0.1	2.7	5.3	-1.3	-2.0
COc1ccccc1OCC(O)CNCc1ccc2c(c1)OCO2 (configuration not stated)	-1.1	-6.4	-7.0	0.3	-0.1	3.0	-4.3	5.4	17.7*	-11.0
CCOc1cc(N2CCOCC2)c(OCC)cc1NC(=O)CSc1nccc(C)n1	8.5	-0.1	-1.3	-2.5	-0.3	-0.2	1.1	12.2	3.4	4.9
CCOC(=O)N1CCC(NC(=O)c2cnn3cccnc23)CC1	4.6	-2.9	-20.8	-0.1	1.8	-75.8	-93.3	-2.0	2.9	-4.7
CCOc1cc2c3c(c1)C1(C(=O)N3C(C)(C)CC2C)C(C#N)=C(N)N2C(=C1C#N)Nc1ccccc12 (configuration not stated)	1.1	9.7	-3.6	-6.2	-0.5	-16.0	-20.1	7.4	-3.9	3.9
CC(C)(C)n1nnnc1C(c1cc2ccccc2o1)N1CCCCC1 (configuration not stated)	2.3	0.6	-2.6	-0.9	-0.7	-1.2	1.0	-1.7	-5.1	2.2
CN(Cc1ccccc1)C(=O)c1[nH]cnc1C(=O)Nc1ccc(Cl)cc1	4.5	13.2	2.0	-2.9	0.1	-0.4	-3.0	6.5	-5.6	-1.7
CC(C)CN1C(=O)/C(=C/c2ccco2)NC1=S	-3.1	8.4	-0.1	-0.2	1.5	-18.8	-23.7	0.2	-2.9	0.6
O=C(NCc1cccc(Cl)c1)O[C@H]1CC[C@@]23CCCN2C(=O)CCC[C@H]3C1	0.1	·	-3.6	0.4	·	-0.3	-0.7	·	-5.6	-6.6
CC(=O)c1c(C(C)=O)c(C)n(-c2ccc(N)cc2)c1C	1.8	5.9	-1.8	-2.2	-0.4	0.7	2.6	5.5	-4.1	3.6
O=C(CCn1c(=O)sc2ccccc21)NCc1cccs1	1.8	-1.3	-4.2	1.1	0.6	-1.1	-0.9	1.0	-0.6	-4.2
O=C(/C=C/c1ccccc1Cl)N(Cc1ccccc1)C1CCS(=O)(=O)C1 (configuration not stated)	-3.2	5.5	-0.7	-3.6	0.4	-0.1	-0.1	-3.5	7.4	-2.9
Cc1cccc(NC(=O)CCNS(=O)(=O)c2cccc3nonc23)c1	5.9	11.5	-3.6	-0.1	0.7	2.2	0.1	11.0	4.4	1.0
Cc1cc(NC(=O)c2cc(C(C)(C)C)oc2C)no1	-6.8	-9.6	0.2	-0.7	0.0	5.5	0.8	-1.4	-0.7	3.1
CCOc1ccc(-n2c(SCC(=O)Nc3ccc(S(=O)(=O)Nc4cc(C)nc(C)n4)cc3)nnc2-c2ccc(OC)cc2)cc1	6.2	·	2.5	0.1	0.6	2.5	-1.8	·	-2.5	-0.1
Cc1ccc(NC(=O)c2nc3nccc(C)n3n2)cc1S(=O)(=O)N1CCCCC1	4.7	1.7	-3.5	0.1	0.7	-2.6	-9.0	-6.4	0.8	0.8
COc1ccc(OC)c(C(C)NC(=O)Nc2cccc(C(C)=O)c2)c1 (configuration not stated)	5.4	12.1	-5.6	0.8	0.2	-2.7	-7.5	17.9	4.3	-0.2
O=C(NCCc1ccc(Cl)cc1)c1ccc2nccnc2c1	-5.5	-5.3	-7.9	1.8	0.1	2.3	-6.0	-6.2	-4.0	0.1
Cc1cccc(NC(=O)COC(=O)CCc2c[nH]c3ccccc23)c1C	-5.5	0.9	-0.7	-0.5	0.1	-0.3	-7.8	5.5	2.3	-4.8
COC(=O)C1=C(C)N(c2ccc(OC)cc2)C(=O)/C1=C\c1cccs1	-1.2	1.9	1.6	1.8	-0.5	0.2	1.9	-5.8	-3.3	-7.5
O=S(=O)(Nc1cccc(CCc2ccccn2)c1)c1cc(Cl)ccc1Cl	3.2	-1.5	3.0	-0.5	0.3	-0.3	-8.6	-5.6	-1.6	-1.1
CC1(C)c2ccccc2-c2nc3ccccc3cc2C1O (configuration not stated)	2.6	-9.9	4.2	2.4	1.1	10.8*	-2.2	3.8	-2.2	1.8

3 compounds out of the list, arranged by length of the SMILES, falling:
canonical_smiles	Tn7 DDE FP	ASAP1 GAP inh	ADAM17 inh	UHRF1 MBD2 ctr	proKLK7 act	PLC-gamma1 inh	PLCb3 inh	ARFGAP1 inhibitor	MBD2 inh	DDE Tn6 FP inh
O=S(=O)(c1cccc(C(F)(F)F)c1)N1CCN(c2nnnn2-c2ccccc2)CC1	11.7	7.6	-3.6	2.0	8.7	0.5	-0.7	-17.1	1.9	-1.4
Cc1cccc(NC(=O)COC(=O)CCc2c[nH]c3ccccc23)c1C	-5.5	0.9	-0.7	-0.5	0.1	-0.3	-7.8	5.5	2.3	-4.8
O=c1oc2cc(Br)ccc2n1Cc1ccccc1	9.2	0.5	-2.0	-2.0	0.3	0.7	-6.3	-1.4	1.5	7.5
